p-CIP stab down: p/CIP protein destabilization; decrease of EGFP signal, % at 10 µM; AID 1984; F442A p/CIP-EGFP cells, EGFP fluorescence, 16 h; hit rate 0.01% among 290,000; Q05BA5;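 active = EGFP signal decrease of at least 30% at 10 µM or well 3 SD below plate mean, unless failing retest; inactive = the rest, including hits failing retest or dose response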; note: some compounds called inactive have numbers as strong as hits; many of its hits are not listed in these tables
PHOSPHO1 block: inhibitors of human PHOSPHO1 phosphatase. Q8TCT1. recombinant PHOSPHO1, absorbance phosphatase assay. inhibition, % at 13.3 µM. hit rate 1.1% among 290,000. AID 1565; in the data active = inhibition above about 60%
Target sequence (Q8TCT1 whole entry, looked up): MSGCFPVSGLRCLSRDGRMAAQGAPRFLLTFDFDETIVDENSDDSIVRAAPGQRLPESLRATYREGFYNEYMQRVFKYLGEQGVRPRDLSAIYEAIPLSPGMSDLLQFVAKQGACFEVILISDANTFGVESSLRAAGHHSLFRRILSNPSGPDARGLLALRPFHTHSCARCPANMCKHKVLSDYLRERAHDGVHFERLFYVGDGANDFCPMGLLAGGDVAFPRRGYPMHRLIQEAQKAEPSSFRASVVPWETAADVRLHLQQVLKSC
GalR3 antag: human GalR3 antagonism. HEK293 GalR3-CNG cAMP membrane potential fluorescence; galR3 body fused to GalR1 C-terminus. hit rate 0.44% among 360,000. AID 651719. inhibition, % at 3 µM;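 active = inhibition above the screen-wide average plus 3 SD, cut at about 13% in these data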;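 note: forskolin and galanin both at EC90 stimulate the cells; cAMP rise reported by CNG channel membrane potential dye signal; 0% = forskolin plus galanin with DMSO and 100% = forskolin alone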
IDE cell inh: inhibits human insulin-degrading enzyme in HEK cells. inhibition, % at 5.59 µM. hit rate 0.41% among 320,000. FAbetaB cleavage, fluorescence polarization. P14735. AID 434962;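 active = percent inhibition above the average of all tested compounds plus 3 SD, set per screening campaign, cut at about 16% in these data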;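 note: IDE supplied by intact live HEK cells; FP after avidin binding of uncleaved biotin substrate so inhibition keeps polarization high; 0% = DMSO wells and 100% = 60 µM reference IDE inhibitor Ii1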
CRFBP-R2 agonist: agonists of human CRF-binding protein/CRF-R2 receptor complex; activation, % at 13.2 µM; hit rate 0.46% among 350,000; HEK293 CRF-R2/CRF-BP, calcium dye fluorescence (FLIPR); percent of saturating CRF peptide response;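 active = activation of at least 50%, plus an integration ratio under a set limit after plate pattern correction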;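 note: plate controls were neutral control wells without compound for no effect and CRF at EC100 for full effect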
CRFR2-BP antag: blocks CRF-induced signaling of the CRF-BP/CRF-R2 complex; hit rate 0.59% among 350,000; AID 588475; HEK293 CRF-R2/CRF-BP, CRF-induced calcium fluorescence; inhibition, % at 11.8 µM;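 active = inhibition of the ligand-induced calcium signal above about 50% at the single tested concentration, limit read from the data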
IDE act: boosts human insulin-degrading enzyme activity in HEK cells. P14735. FAbeta-B cleavage, fluorescence polarization; 0% vehicle, 100% cell-free pure enzyme wells. activation, % at 5.96 µM. hit rate 0.073% among 340,000;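 active = activation above the mean of all tested compounds plus 3 SD, set per screening campaign, cut at about 17% in these data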
MEKK3 PB1 HTS: MEKK3-MEK5 PB1 interaction, increase or decrease; Q99759; bead-based flow cytometry, Alexa488-MEK5 binding to MEKK3; actives lie on both sides; 0 = blocked by unlabeled MEK5, 100 = vehicle; binding response (% of control), % at 10 µM; hit rate 1.4% among 290,000;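 active = binding response more than 3 SD above or below the average of its plate-row segment, actives on both sides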;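 note: Alexa488 bead fluorescence after subtracting the streptavidin-only scavenger bead signal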
CHRM4 PAM: potentiates acetylcholine response at human M4 receptor; P08173; CHO-K1 hM4/Gqi5, Fluo-8 calcium fluorescence, ACh EC20; 0% = ACh EC20, 100% = maximal ACh; activation, % at 3 µM; hit rate 0.4% among 360,000; AID 624126;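 active = activation above its plate's cutoff, the mean activation of sample wells plus 3 SD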; note: some results filed as inactive read as strong as hits
Target sequence (P08173 whole entry, looked up): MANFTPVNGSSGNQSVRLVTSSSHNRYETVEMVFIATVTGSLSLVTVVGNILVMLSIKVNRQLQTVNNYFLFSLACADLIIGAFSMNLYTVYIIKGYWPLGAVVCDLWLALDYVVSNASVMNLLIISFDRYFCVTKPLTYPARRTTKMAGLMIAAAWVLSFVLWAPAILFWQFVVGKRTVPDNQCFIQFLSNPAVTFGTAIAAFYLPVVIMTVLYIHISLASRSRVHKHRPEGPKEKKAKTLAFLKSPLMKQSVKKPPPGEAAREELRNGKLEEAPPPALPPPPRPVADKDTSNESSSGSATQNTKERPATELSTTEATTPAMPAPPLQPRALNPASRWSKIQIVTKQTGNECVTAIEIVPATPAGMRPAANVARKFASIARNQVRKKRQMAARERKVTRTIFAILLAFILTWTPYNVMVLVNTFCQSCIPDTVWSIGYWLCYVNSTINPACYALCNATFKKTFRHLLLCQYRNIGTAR
Numbers without * were called inactive; nt = no result given.

SMILES	p-CIP stab down	PHOSPHO1 block	GalR3 antag	IDE cell inh	CRFBP-R2 agonist	CRFR2-BP antag	IDE act	MEKK3 PB1 HTS	CHRM4 PAM
COc1cc(NC(=O)CN2C(=O)c3ccccc3S2(=O)=O)c(OC)cc1Cl	0	-5	0	2	-1.0	-10	2	103	-2
CC(/C=N\N1CCN(c2ccc(Cl)cc2)CC1)=C\c1ccccc1	-1	1	-4	1	-0.8	-13	2	100	9
Cc1c(C2OC(=O)C3(CCCCC3)C(=O)C2(C)C)c(=O)n(-c2ccccc2)n1C (stereo unspecified)	-3	15	-3	2	-2.6	10	-5	93	-1
COC(=O)c1cc(-c2ccc(S(=O)(=O)N3CCCC3)cc2)c(C(F)(F)F)s1	-3	21	-5	3	4.4	39	8	87	-25
COc1ccccc1OCC(=O)NNC(=O)CCCC(=O)NNC(=O)COc1ccccc1OC	4	15	-9	4	0.1	-4	-5	107	1
COc1cccc(Oc2cn[nH]c2-c2ccc(OCC(=O)NN)cc2O)c1	8	29	-11	3	-0.9	0	-2	105	-2
O=c1c2[nH]c3ccc(F)cc3c2ncn1CCCn1ccnc1	-6	17	-3	12	0.3	-4	5	91	6
CCOc1ccc(S(=O)(=O)N2CCC(C(=O)NCc3ccccn3)CC2)cc1Cl	-8	23	-9	-1	-2.1	-1	1	102	0
COc1ccc(CN2C(=O)NC3(CCCc4ccccc43)C2=O)cc1F (stereo unspecified)	-7	15	-2	0	-0.4	-4	3	100	13
CCOC(=O)c1c(C)nc(C)c2c(=O)oc3ccccc3c12	-5	28	-3	0	-1.2	-3	0	83	-5
O=C(c1ccc(CS(=O)(=O)Cc2ccccc2)cc1)N1CCCCC1	-4	53	-2	2	-0.3	9	-1	99	-4
C[C@@H]1CCCCO[C@H](CN(C)C(=O)C2CCCCC2)[C@@H](C)CN([C@H](C)CO)C(=O)c2cc(N(C)C)ccc2O1	nt	nt	-5	nt	1.0	-1	nt	nt	-1
COCCCn1c(C(=O)NCCC2=CCCCC2)cc2c(=O)n3ccccc3nc21	-12	-9	5	4	-0.7	8	7	102	5
COc1cc2c(cc1OC)C(C)N(S(=O)(=O)c1cccs1)CC2 (stereo unspecified)	-12	42	-11	nt	0.7	-8	2	99	-3
CC(C)(C)c1ccc(C(=O)Nn2c(CCC(=O)O)ccc2-c2cccs2)cc1	0	42	-4	3	0.1	14	-1	100	7
CCOc1cc2nc3c4ccccc4n(C)c3nc2cc1OCC	-12	-17	-6	5	13	-13	3	103	-3
CN(C)S(=O)(=O)c1cccc(NC(=O)COC(=O)CCc2nc3ccccc3s2)c1	-6	-11	-2	2	-0.8	5	-3	103	-11
COc1ccc(N2CCN(C(=O)COc3ccc(Cl)cc3Cl)CC2)cc1	7	51	-2	3	1.4	-26	2	102	0
CC(C)n1c(SCC(=O)NCc2ccco2)nnc1C1CC1	-14	38	-2	4	-0.4	-8	0	100	6
CN1/C(=C\C(=O)c2cccc([N+](=O)[O-])c2)Sc2ccccc21	-5	28	-9	1	0.1	-4	2	101	-1
O=C(Nc1ccccc1)C1CC2CCC1C2 (stereo unspecified)	-1	30	-5	0	-0.2	-2	8	97	-7
CCOc1ccc(N(CC(=O)Nc2ccc(OC)cc2)S(=O)(=O)c2c(C)[nH]c(=O)[nH]c2=O)cc1	-1	-7	-6	6	-2.7	31	4	92	-6
COC(=O)C1=C(C(=O)OC)C(c2cc(Br)ccc2O)c2sc(=O)[nH]c2S1 (stereo unspecified)	2	-7	0	10	-0.9	-8	-2	99	1
C=CCN(C(=O)COc1ccccc1)c1nnc(-c2ccncc2)s1	-6	23	-1	2	-1.5	5	0	105	-4
Cc1c(C(=O)NCCNc2ncc(C(F)(F)F)cc2Cl)cccc1[N+](=O)[O-]	-1	22	-8	5	-0.6	-10	0	101	8

(listing goes on)
SMILES	p-CIP stab down	PHOSPHO1 block	GalR3 antag	IDE cell inh	CRFBP-R2 agonist	CRFR2-BP antag	IDE act	MEKK3 PB1 HTS	CHRM4 PAM
COc1ccc(C(=O)N(Cc2sccc2C)C2CCS(=O)(=O)C2)cc1 (stereo unspecified)	4	-1	0	-2	-0.8	3	0	103	1
O=S1(=O)C=C(SCCN2CCCCC2)c2ccccc21	0	8	-4	-2	0.2	-7	0	93	-1
Cc1ccccc1C(=O)Nc1ccnn1C1CCN(Cc2cnn(C(C)C)c2)CC1	-21	28	3	-2	1.8	1	4	100	-3
O=C(CN1CCOCC1)Nc1ncc(Cc2cccc(Cl)c2)s1	1	-7	-6	1	-1.2	-8	5	152*	-1
CC(C)(C)c1ccccc1NC(=O)c1ccc(-n2cncn2)c([N+](=O)[O-])c1	nt	nt	-2	-3	-1.0	25	-4	nt	4
CN1CCC(OC(=O)COc2ccccc2)CC1	-6	-15	-2	-4	-0.5	4	-1	98	-5
CCc1ccc(NC(=O)CSc2nc(N)c(NC(=O)c3ccc(F)c(F)c3)c(=O)[nH]2)cc1	-42	19	2	-2	-0.2	52*	4	101	4
COc1ccc(-n2c(=S)[nH]c3cc(C(=O)Nc4ccccc4OC)ccc3c2=O)cc1	3	-2	-1	2	nt	nt	nt	132*	nt
O=c1c2cc(Br)ccc2nc(-c2ccccc2)n1O	-3	27	3	6	0.8	-5	2	103	-3
COc1ccc(NC(=O)N(C)C[C@H]2Oc3ncc(C#C[C@@H](C)O)cc3C(=O)N([C@H](C)CO)C[C@H]2C)cc1	nt	nt	-8	nt	5.7	8	nt	nt	4
COc1ccc(/C=C/C(=O)Nc2nonc2NC(C)=O)cc1	-5	2	-1	0	-0.2	18	2	107	3
CNC(=O)Cn1nc(C)c2ccccc2c1=O	-4	-5	-4	4	1.2	-16	-3	96	-2
Cc1nc(NC(=O)c2ccc(F)cc2)sc1C(=O)Nc1ccc2c(c1)CCC2	-8	32	-2	7	-1.6	-10	-3	102	7
OC(CN1CCN(c2ccccc2F)CC1)c1ccc(F)cc1 (stereo unspecified)	-13	-11	-9	1	-0.6	-8	-1	108	2
O=C(CCN1C(=O)/C(=C/c2cccs2)SC1=S)Nc1ccc(C(=O)O)cc1	6	31	-9	7	0.8	-16	5	101	-3
CN(CC(=O)Nc1c(Cl)cccc1Cl)C(=O)c1ccccc1SCC(=O)N1CCCC1	-12	28	1	-6	-7.1	16	2	97	1
Cc1ccc(CNc2c(C=O)c(=O)[nH]c3ccccc23)cc1	2	-14	-3	6	0.6	7	2	107	-4
CC(=O)Oc1ccc2c(=O)c(N3C(=O)c4ccccc4C3=O)c(C)oc2c1C	-10	37	5	-1	-0.9	0	-1	106	-3
O=C(Cc1nc2ccccc2[nH]1)N/N=C/c1ccccc1	-6	9	-5	4	0.6	7	3	98	9
O=C(CCS(=O)(=O)Cc1cccc(Cl)c1)NCCc1ccccc1	-5	42	-9	0	-0.3	3	7	97	2
Cc1ccc(C(=O)Nc2cccc([N+](=O)[O-])c2)cc1S(=O)(=O)Nc1ccc(NC(=O)c2ccccc2)cc1	-13	-2	10	0	-3.2	8	0	100	-2
O=C(Nc1ccccc1)C1CCCCC1	-19	3	0	7	-0.2	-4	2	106	5
CCOc1cc(-c2noc(N)c2C(=O)OC)cc(OCC)c1OCC	1	4	-5	1	0.3	4	-2	nt	1
CSc1nccc(Oc2cccc(C#N)c2)n1	-10	9	-3	-2	2.4	20	-5	102	-4
N#Cc1ccccc1S(=O)(=O)N1CCN(c2nc(-c3cccnc3)nc3ccccc23)CC1	nt	nt	-4	nt	2.4	-19	-2	nt	-11

Next part
SMILES	p-CIP stab down	PHOSPHO1 block	GalR3 antag	IDE cell inh	CRFBP-R2 agonist	CRFR2-BP antag	IDE act	MEKK3 PB1 HTS	CHRM4 PAM
COCC(=O)Nc1nnc(SCC(=O)NCc2cccs2)s1	-12	11	2	5	-1.3	36	2	103	10
O=C(c1ccc(N2CCOCC2)c([N+](=O)[O-])c1)N1CCN(c2ccccc2)CC1	nt	nt	-5	nt	-1.0	2	5	nt	0
CN(C)c1ccc(/C=N/NC(=O)CCC(=O)NCc2ccccc2)cc1	2	9	-1	0	-3.0	8	0	98	1
Cc1cc(C)n2nc(SCC(=O)Nc3ccc(F)c(F)c3F)nc2n1	nt	nt	-3	-3	-0.1	-4	5	nt	-3
Cc1[nH]n(C)c(=O)c1N=Nc1ccc(S(C)(=O)=O)cc1	-4	29	-4	7	0.9	-4	10	103	13
CCCCN(CC)CCNC(=O)CCC(=O)Nc1ccc2nc(N3CCN(C)CC3)cc(C)c2c1	4	-8	4	-6	4.2	3	5	95	-9
CN(C)C(CNC(=O)CSC(=S)N1CCCC1)c1ccccc1 (stereo unspecified)	nt	nt	-2	3	1.6	-2	-3	nt	4
CCOc1ccccc1NC(=O)C1CCCN(S(=O)(=O)c2ccc(-n3cnnn3)cc2)C1 (stereo unspecified)	-3	42	-8	-3	-0.7	23	3	101	4
Brc1ccc(C2=Nc3ccccc3C(c3ccncc3)=NN2)cc1	-8	37	-6	2	-1.4	-4	1	100	5

In the list so far, these have an aryl methoxy group.
SMILES	p-CIP stab down	PHOSPHO1 block	GalR3 antag	IDE cell inh	CRFBP-R2 agonist	CRFR2-BP antag	IDE act	MEKK3 PB1 HTS	CHRM4 PAM
COc1cc(NC(=O)CN2C(=O)c3ccccc3S2(=O)=O)c(OC)cc1Cl	0	-5	0	2	-1.0	-10	2	103	-2
COc1ccccc1OCC(=O)NNC(=O)CCCC(=O)NNC(=O)COc1ccccc1OC	4	15	-9	4	0.1	-4	-5	107	1
COc1cccc(Oc2cn[nH]c2-c2ccc(OCC(=O)NN)cc2O)c1	8	29	-11	3	-0.9	0	-2	105	-2
COc1ccc(CN2C(=O)NC3(CCCc4ccccc43)C2=O)cc1F (stereo unspecified)	-7	15	-2	0	-0.4	-4	3	100	13
COc1cc2c(cc1OC)C(C)N(S(=O)(=O)c1cccs1)CC2 (stereo unspecified)	-12	42	-11	nt	0.7	-8	2	99	-3
COc1ccc(N2CCN(C(=O)COc3ccc(Cl)cc3Cl)CC2)cc1	7	51	-2	3	1.4	-26	2	102	0
CCOc1ccc(N(CC(=O)Nc2ccc(OC)cc2)S(=O)(=O)c2c(C)[nH]c(=O)[nH]c2=O)cc1	-1	-7	-6	6	-2.7	31	4	92	-6
COc1ccc(C(=O)N(Cc2sccc2C)C2CCS(=O)(=O)C2)cc1 (stereo unspecified)	4	-1	0	-2	-0.8	3	0	103	1
COc1ccc(-n2c(=S)[nH]c3cc(C(=O)Nc4ccccc4OC)ccc3c2=O)cc1	3	-2	-1	2	nt	nt	nt	132*	nt
COc1ccc(NC(=O)N(C)C[C@H]2Oc3ncc(C#C[C@@H](C)O)cc3C(=O)N([C@H](C)CO)C[C@H]2C)cc1	nt	nt	-8	nt	5.7	8	nt	nt	4
COc1ccc(/C=C/C(=O)Nc2nonc2NC(C)=O)cc1	-5	2	-1	0	-0.2	18	2	107	3
